Screening data (PubChem BioAssay)
EphB4 ephrin blk: antagonists of human EphB4-ephrin-B2 interaction. inhibition, % at 7 µM. actives 0.15% (n = 97,000). EphB4 LBD / TNYL-RAW-Alexa532 peptide, fluorescence polarization. P54760;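 active = inhibition above the screen-wide mean inhibition plus 3 SD, cut at about 15% in these data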;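 note: 0% = DMSO wells and 100% = excess unlabeled TNYL-RAW peptide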
CYP2C19 inh: human CYP2C19 inhibition; inhibition, % at 5 µM; CYP2C19 Supersomes, luciferin-H EGE luminescence, 30 min; actives 21% (n = 96,000); P33261;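 active = CYP2C19 inhibition above a set limit at 5 µM in the primary screen, cut at about 50% in these data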;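 note: plate controls were negative control wells for no effect and 2.5 mM tranylcypromine positive control for full effect; values of inactives mirror those of a sister screen read the other way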
CYP2C9 activ: CYP2C9 (human) activation; P11712; recombinant CYP2C9, luciferin-H conversion, luminescence; hits give high values; factor 1 = untreated enzyme, 0 = blocked; activation factor at 5 µM; actives 1.4% (n = 96,000);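 active = activation factor of 2 or more for CYP2C9 at a 5 µM dose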;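 note: 0 = sulfaphenazole-blocked wells and 1 = vehicle-only wells; values of inactives mirror those of a sister screen read the other way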
Target sequence (P11712 whole entry, looked up): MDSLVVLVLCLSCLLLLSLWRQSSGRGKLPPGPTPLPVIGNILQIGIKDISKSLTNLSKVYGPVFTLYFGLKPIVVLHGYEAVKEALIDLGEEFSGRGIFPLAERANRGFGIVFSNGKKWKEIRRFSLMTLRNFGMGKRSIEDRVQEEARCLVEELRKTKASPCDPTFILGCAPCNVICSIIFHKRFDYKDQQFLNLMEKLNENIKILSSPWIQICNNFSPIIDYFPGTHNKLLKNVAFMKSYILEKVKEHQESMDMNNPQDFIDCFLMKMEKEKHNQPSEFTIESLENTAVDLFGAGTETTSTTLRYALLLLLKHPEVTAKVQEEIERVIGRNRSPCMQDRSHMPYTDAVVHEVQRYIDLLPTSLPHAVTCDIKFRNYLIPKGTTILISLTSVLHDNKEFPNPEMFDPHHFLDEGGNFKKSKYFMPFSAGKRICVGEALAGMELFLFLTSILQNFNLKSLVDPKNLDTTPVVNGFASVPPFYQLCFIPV
PLAP activator: activators of human placental alkaline phosphatase; P05187; purified PLAP enzyme, luminescent substrate read-out; hits give high values; activation fold at 20 µM; actives 1.2% (n = 96,000); AID 696; in the data active = activation fold above about 2
Target sequence (P05187 whole entry, looked up): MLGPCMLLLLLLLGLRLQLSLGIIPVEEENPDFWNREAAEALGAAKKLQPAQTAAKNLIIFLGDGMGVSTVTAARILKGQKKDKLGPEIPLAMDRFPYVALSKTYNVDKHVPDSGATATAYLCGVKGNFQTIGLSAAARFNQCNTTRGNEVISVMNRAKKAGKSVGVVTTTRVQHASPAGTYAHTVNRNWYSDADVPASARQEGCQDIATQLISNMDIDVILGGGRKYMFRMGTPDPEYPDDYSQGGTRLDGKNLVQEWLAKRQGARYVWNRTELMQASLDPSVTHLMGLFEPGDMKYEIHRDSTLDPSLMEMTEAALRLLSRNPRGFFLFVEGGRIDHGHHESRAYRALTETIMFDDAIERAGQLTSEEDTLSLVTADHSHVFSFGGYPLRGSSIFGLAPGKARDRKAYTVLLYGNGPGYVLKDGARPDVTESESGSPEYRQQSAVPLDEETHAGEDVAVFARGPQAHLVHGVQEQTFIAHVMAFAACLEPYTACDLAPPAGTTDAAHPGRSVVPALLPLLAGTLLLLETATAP
PostGolgi yeast: growth inhibition of a yeast mutant, post-Golgi transport screen. post-Golgi transport phenotypic cell assay. inhibition, % at 10 µM. actives 0.9% (n = 98,000). AID 739; in the data active = inhibition above about 30%;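 note: yeast cells grown in 1536-well plates; yeast grown about 18 h at 30C before absorbance read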
CYP2C9 inhib: inhibitors of human CYP2C9. CYP2C9 Supersomes, luciferin-H conversion, luminescence. actives 20% (n = 96,000). inhibition, % at 5 µM. P11712. AID 777;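 active = blocking of liver enzyme CYP2C9 beyond about 50% at 5 µM, limit read from the data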; note: values of inactives mirror those of a sister screen read the other way
Ecoli WT expand: blocks growth of wild type E. coli BW25113; actives 0.15% (n = 98,000); OD600 absorbance; growth inhibition, % at 100 µM;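 active = growth inhibition above about 50% at one test dose, limit read from the data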;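 note: growth measured after 20 h incubation at 37 °C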
CYP2C19 act: cytochrome P450 2C19 (human) activation; P33261; 96,000 tested, under 10 active; activation factor at 5 µM; AID 1025; recombinant CYP2C19, luciferin-H EGE luminescence; hits give high values; 0 = fully inhibited enzyme, 1 = untreated enzyme;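 active = activation factor of at least 2 at 5 µM in the primary screen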;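 note: 0 = wells with 2.5 mM tranylcypromine and 1 = vehicle-only wells; values of inactives mirror those of a sister screen read the other way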
Pyk2 oligo antag: Pyk2 (human) oligomerization antagonism; actives 0.83% (n = 99,000); AID 1347419; z-score (the deposit names both 25 µM and 10 µM); Q293 cells, Pyk2 FERM NanoBiT luminescence; hits give low values;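 active = Z-score of -3 or lower, scaled per plate to the spread of control and sample wells; inactive = z-score above -3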;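 note: negative z-score means lost luminescence so less FERM oligomerization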
An asterisk follows results filed as active; x = not tested or not shown. Outcome played no part in choosing rows; about 31% have a hit in one of these screens.

SMILES	EphB4 ephrin blk	CYP2C19 inh	CYP2C9 activ	PLAP activator	PostGolgi yeast	CYP2C9 inhib	Ecoli WT expand	CYP2C19 act	Pyk2 oligo antag
NC(=O)c1ccccc1N/C=C/C(=O)c1ccc(Cl)cc1Cl	1	25	1.5	0.9	-4	-53	-2	0.7	0.28
CN1CCN(S(=O)(=O)c2ccc(Sc3nnc(-c4cccs4)n3-c3ccccc3)nc2)CC1	3	-3	0.9	1.5	8	8	7	1	0.06
C=CCN1C(=O)C(O)(CC(=O)c2ccccc2)c2ccccc21 (stereo not drawn)	6	75*	0.6	1	-2	38	5	0.3	1.4
COc1cccc2c(=O)n(CC(=O)Nc3ccccc3F)ccc12	-7	7	1.1	1.1	7	-12	0	0.9	x
CCN1CCN(CC(=O)Nc2cc(F)ccc2C)CC1	-3	33	1	1	4	0	0	0.7	0.02
Cc1cc(C)c(C#N)c(SCS(=O)c2ccc(C(C)(C)C)cc2)n1 (stereo not drawn)	-1	78*	1.5	1.1	-3	-51	-7	0.2	-2.2
CCC(C)n1cnc2c(c1=O)c1nc3ccccc3nc1n2-c1ccc2c(c1)OCCO2 (stereo not drawn)	-10	10	0.7	1.2	-4	30	-9	0.9	-0.71
O=C(Nc1cccc2ccccc12)/C(Cl)=C/c1ccccc1	-4	4	3*	0.6	-4	-199	-16	1	0.75
O=C(Cn1c(C(F)(F)F)nc2ccccc21)Oc1cccc(C(F)(F)F)c1	-4	8	0.8	1.1	5	19	4	0.9	0.14
COc1ccc(NC(=O)N2CCN(CCC#N)CC2)cc1	6	-8	1.1	0.8	1	-12	3	1.1	0.03
Cc1nn(C(=O)CN2C(=O)c3ccccc3C2=O)c(C)c1Br	1	-2	1	0.8	2	-1	-5	1	-0.62
CCOC(=O)c1c(C)n(C)c2ccc(O)c(S(=O)(=O)c3ccccc3)c12	x	0	1.1	1	-4	-8	8	1	-0.91
Cc1cc(C)n(C(=O)c2ccc(S(=O)(=O)N3CCCC3)cc2)n1	2	69*	0.1	1	-15	87*	0	0.3	0.08
CCn1c(N)c(C(=O)NCCOC)sc1=S	1	34	0.8	1.1	-7	25	-8	0.7	0.33
N#CC1=C(N)OC2=C(CN(Cc3ccccc3)C/C2=C\c2cccnc2)C1c1cccnc1 (stereo not drawn)	0	3	0.6	1	2	41	1	1	1
CC(NC(=O)c1ccc(CS(=O)(=O)Cc2ccccc2F)o1)c1ccc2c(c1)OCCO2 (stereo not drawn)	-2	x	x	x	1	x	-14	x	0.51
CCOC(=O)N1CCC(N2C(=O)c3ccccc3C2Nc2ccccc2)CC1 (stereo not drawn)	4	65*	0.2	1.6	-11	80*	2	0.4	x
CC1(c2ccccc2)NC(=O)N(CC(=O)N2CCOCC2)C1=O (stereo not drawn)	0	13	1	0.9	0	-1	-10	0.9	-0.46
O=C(NS(=O)(=O)c1ccccc1)c1ccccc1O	-6	4	0.1	1.1	-5	89*	12	1	-0.4
O=C(O)[C@H]1CCCC[C@H]1C(=O)NCCNC(=O)[C@@H]1CCCC[C@@H]1C(=O)O	0	-9	1.2	1.1	-7	-18	1	1.1	0.21

6 compounds drawn at random from the list so far:
SMILES	EphB4 ephrin blk	CYP2C19 inh	CYP2C9 activ	PLAP activator	PostGolgi yeast	CYP2C9 inhib	Ecoli WT expand	CYP2C19 act	Pyk2 oligo antag
N#CC1=C(N)OC2=C(CN(Cc3ccccc3)C/C2=C\c2cccnc2)C1c1cccnc1 (stereo not drawn)	0	3	0.6	1	2	41	1	1	1
CC1(c2ccccc2)NC(=O)N(CC(=O)N2CCOCC2)C1=O (stereo not drawn)	0	13	1	0.9	0	-1	-10	0.9	-0.46
NC(=O)c1ccccc1N/C=C/C(=O)c1ccc(Cl)cc1Cl	1	25	1.5	0.9	-4	-53	-2	0.7	0.28
O=C(O)[C@H]1CCCC[C@H]1C(=O)NCCNC(=O)[C@@H]1CCCC[C@@H]1C(=O)O	0	-9	1.2	1.1	-7	-18	1	1.1	0.21
Cc1cc(C)c(C#N)c(SCS(=O)c2ccc(C(C)(C)C)cc2)n1 (stereo not drawn)	-1	78*	1.5	1.1	-3	-51	-7	0.2	-2.2
CC(NC(=O)c1ccc(CS(=O)(=O)Cc2ccccc2F)o1)c1ccc2c(c1)OCCO2 (stereo not drawn)	-2	x	x	x	1	x	-14	x	0.51

Next section:
SMILES	EphB4 ephrin blk	CYP2C19 inh	CYP2C9 activ	PLAP activator	PostGolgi yeast	CYP2C9 inhib	Ecoli WT expand	CYP2C19 act	Pyk2 oligo antag
COc1ccc(C(c2nnnn2Cc2ccccc2)N2CCN(C(=O)c3ccco3)CC2)cc1OC (stereo not drawn)	-9	6	1.1	1.6	-4	-11	9	0.9	-0.56
CCOC(=O)C1=C(C)NC2=C(C(=O)CCC2)C1c1cccnc1 (stereo not drawn)	3	35	0.7	0.9	-1	32	3	0.7	-1.1
COCCn1nnnc1CN(Cc1cc2cc(OC)c(OC)cc2[nH]c1=O)C1CCCC1	-11	-1	0.9	1.7	4	8	-7	1	0.1
Cc1ccccc1NC(=O)CSc1nc(N)c(C#N)c(-c2cccs2)c1C#N	-10	62*	0.5	1.1	-7	53*	-2	0.4	-3.7*
COc1cc(Br)cc2cc(C(=O)NCC3CCCO3)c(=O)oc12 (stereo not drawn)	2	1	1.5	0.8	4	-49	-2	1	0.47
CCOC(=O)NC(Nc1cc(C)ccn1)(C(F)(F)F)C(F)(F)F	4	54*	0.8	0.9	-1	20	1	0.5	0.29
COc1ccc(NC(=O)C2CCCCN2S(=O)(=O)c2ccc(F)cc2)c(OC)c1 (stereo not drawn)	-6	43	0.7	1	-4	26	-4	0.6	-0.54
COc1ccc(OC)c(Nc2nc(-c3cccc([N+](=O)[O-])c3)nc3ccccc23)c1	-4	7	0.8	1	0	24	-16	0.9	2.3
O=C(Cc1cccs1)Nc1nc2ccccc2s1	1	56*	0.5	1	-3	50	0	0.4	-0.56
CC12C(=O)N(Cc3ccco3)C(=O)C1C1c3ccccc3C2c2ccccc21 (stereo not drawn)	-4	57*	0.6	0.9	7	35	-10	0.4	0.24
COc1ccc(N2C(=O)c3ccc(NC(C)=O)cc3C2=O)cc1	1	12	0.4	0.9	2	55*	-4	0.9	0.66
Cc1ccc(C)c(N2C(=O)CN=C2Nc2ccccc2Cl)c1	3	45	0.6	1	-5	44	4	0.6	1.1
C=C(Cl)COc1ccc2c(CCC)cc(=O)oc2c1	0	23	0.7	1	-8	27	14	0.8	0.04
CNC(=O)Cn1nc(C)c2ccccc2c1=O	-2	3	0.9	0.8	10	12	2	1	-0.46
Cc1cccc(Cn2ncc(Cl)c(Cl)c2=O)c1	-1	10	1.1	1.1	9	-7	22	0.9	-0.11
N#CCC(CNc1ncc(C(F)(F)F)cc1Cl)OC(=O)c1cccc([N+](=O)[O-])c1 (stereo not drawn)	-5	96*	0.3	0.9	3	68*	-4	0	-0.27
COC(=O)c1cc(NS(=O)(=O)c2ccc(N3CCCCCC3)c([N+](=O)[O-])c2)cc(C(=O)OC)c1	-4	-3	0.8	1	0	24	-22	1	-1.8
CC(C)(C)n1nnnc1C(c1ccccc1)N1CCc2ccccc2C1 (stereo not drawn)	-5	54*	0.6	0.9	2	36	3	0.5	-0.87
COc1cc2c(C(=O)N3CCN(C4CCCCC4)CC3)cn(CC(C)C)c(=O)c2cc1OC	-11	-8	0.9	1.6	-5	12	14	1.1	x
Fc1ccc(-c2cc3nc(-c4ccccc4)cc(N4CCN(CCN5CCOCC5)CC4)n3n2)cc1	2	15	0.7	1.6	5	26	9	0.9	0.23
CCOC(=O)CCSc1nc(C)cc(C(F)(F)F)c1C#N	5	61*	0.7	0.7	11	29	10	0.4	-0.59
CCN(CC)CCN1C(=O)C(=O)/C(=C(/O)c2ccc(OCC(C)C)cc2)C1c1ccncc1 (stereo not drawn)	x	10	1	1.3	x	-4	x	0.9	x
Cc1cccc(C(=O)N2CCN(c3ccc([N+](=O)[O-])c(N4CCOCC4)c3)CC2)c1	0	3	0.5	1.2	6	54*	3	1	-1.6
CCN(CC)C(=O)Cn1cnc2c1c(=O)n(C)c(=O)n2C	3	-14	0.9	0.9	-5	9	10	1.1	1.3
COCCNC(=O)C(OC(=O)c1cccs1)c1ccccc1 (stereo not drawn)	-1	4	1.1	0.9	6	-8	-3	1	0.12
Cc1cc(/C=N/NC(=O)c2ccc(CN3CCOCC3)cc2)c(C)n1-c1ccccc1	-7	8	0.7	1.5	4	30	-3	0.9	1.3
COc1ccc(N2CCN(C(=O)COc3ccc(Cl)cc3Cl)CC2)cc1	5	6	0.9	1	-4	10	-5	0.9	1.4
O=C(O)CN1C(=O)NC2NC(=O)NC21 (stereo not drawn)	-1	-4	1.1	0.8	-8	-6	0	1	0.73
COC(=O)Nc1c(-c2ccccc2)nc2ccc(C)cn12	x	3	1	0.8	3	4	6	1	0.33
CCN(CC)CCNC(=O)C1c2ccccc2C(=O)N(CCOC)C1c1ccc(F)cc1 (stereo not drawn)	2	-33	1.3	1.8	-12	-29	-1	1.3	-0.39
Cc1nnc(SCC(=O)N(C(C)C)C(C)C)nc1C	3	23	1.2	1.2	0	-18	2	0.8	0.62
c1ccc(COc2ccc(Nc3ncnc4nc[nH]c34)cc2)cc1	-6	26	0.7	2.3*	-1	32	-5	0.7	x
COc1cc2[nH]c(=O)n(CCCCCC(=O)NCCc3c[nH]c4ccccc34)c(=O)c2cc1OC	3	64*	0.3	1.7	-1	67*	-8	0.4	0.41
COc1ccc(N2CCN(C(=O)Cn3nnc(-c4ccc(OC)c(OC)c4)n3)CC2)cc1	4	26	1	1.2	0	2	-11	0.7	0.33
COC(=O)C(NC(=O)C(CC(C)C)NC(=O)C1CCC(C)CC1)C(C)C (stereo not drawn)	5	-13	1	0.9	-17	-4	-8	1.1	0.38
CS(=O)(=O)Nc1ccccc1C(=O)NC1CC2CCC1C2 (stereo not drawn)	5	-10	1	1.1	0	0	-1	1.1	-0.64
C=CCSc1nc(Cc2ccc(Cl)cc2)nc2ccccc12	-4	0	1	0.9	-5	3	5	1	-0.05
CC(=O)OC1CC2(C)C(=O)CCC2C2CCc3cc(O)ccc3C12 (stereo not drawn)	-2	-13	0.9	1.1	0	6	2	1.1	0.61
COc1ccc(S(=O)(=O)n2oc(=O)cc2-c2ccccc2)cc1	7	30	1	0.9	28	1	-5	0.7	-0.09
COc1ccc(CN(C(=O)c2ccc3c(c2)OCCO3)C(C(=O)NC2CCCCC2)c2ccc3ncccc3c2)cc1 (stereo not drawn)	-4	62*	0.7	1.3	14	27	-6	0.4	-1
Nc1c(Br)cc(Br)c(N2CCCC2=O)c1Br	x	54*	4.3*	1	-10	-327	10	0.5	0.25
CCC(=O)N1c2ccccc2-c2nnc(SC)nc2OC1c1ccc(OC)c(OC)c1 (stereo not drawn)	-1	-7	0.8	1.2	3	23	-4	1.1	x
Cn1c(=O)c2c(nc(Oc3ccccc3)n2C)n(C)c1=O	1	24	0.9	0.9	-1	14	1	0.8	0.43
CC1CCCN(C(=S)NCCc2ccccc2)C1 (stereo not drawn)	0	42	0.8	0.8	0	19	11	0.6	-0.01
Cc1ccccc1CN1C2=NCCN2c2ccccc21	-3	3	0.8	1.4	-1	20	6	1	1.2
CC1=C(C(=O)OC(C)C)C(C)C(C(=O)OC(C)C)=C(C)N1	x	100*	0.1	1.6	-16	92*	12	0	-2.9
Cc1nc2ccccc2c2c1C(=O)N(CCC1=CCCCC1)C2=O	10	12	0.8	1	19	24	-6	0.9	x
CCCCOc1ccc(C(C)(O)CCN2CCOCC2)cc1 (stereo not drawn)	x	-2	1	1.3	-1	-5	2	1	1
CCC(C)(C)n1nnnc1CN1CCC(c2nc3ccc(C)cc3[nH]2)CC1	2	47	0.3	2.3*	2	66*	5	0.5	0.07
COc1cc(/C=N/n2c(SC)nnc(C(C)(C)C)c2=O)ccc1O	-2	31	0.6	0.9	-9	38	-3	0.7	0.44
